Source: PubChem
LGR2 inh: blocks bursicon-induced cAMP signaling via Drosophila LGR2 | HEK293 LGR2, CRE-luciferase, bursicon-stimulated, 4 h | AID 720647 | inhibition, % at 9.99 µM | actives 0.35% (n = 380,000);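 active = drop in luminescence signal, shown as inhibition above about 50% in the replicate tests, limit read from the data, passing the limit was not always enough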;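 also: agonist challenge used bursicon conditioned medium at about half maximal strength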
EWS-Fli inh: EWS/Fli transcriptional activity inhibition. A673 NR0B1-luciferase reporter, viability-normalised. actives 0.67% (n = 350,000). AID 651661. inhibition, % at 12.6 µM;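 active = mean inhibition of at least 50% after viability correction, with every replicate also passing that limit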;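 also: firefly luciferase signal divided by Alamar Blue viability fluorescence both relative to DMSO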
S100A4 inh HTS: blocks human S100A4 binding to myosin IIA peptide | P26447 | S100A4/TAMRA-MyoIIA peptide fluorescence polarization | inhibition, % at 10.7 µM | actives 0.14% (n = 360,000) | AID 652163;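 active = mean inhibition of at least 70% across replicates, with every replicate also reaching that level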
Target sequence (P26447 whole entry, looked up): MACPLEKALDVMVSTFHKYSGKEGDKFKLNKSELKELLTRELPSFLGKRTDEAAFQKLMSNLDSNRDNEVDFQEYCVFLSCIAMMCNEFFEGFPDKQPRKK
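Test system: S100A4 monomer protein; Medium: HEPES pH 7.2 with CaCl2, KCl, NaCl, DTT, Triton; Probe or stimulus: TAMRA-labelled myosin IIA heavy-chain peptide probe, 5 nM; Doses: one dose per compound; Times: polarization read 5 min after assay mix addition, stable 5–60 min; Benchmarks: neutral control DMSO, positive control TFP.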
PGC1a acetyl inh: modulators of PGC1a acetylation | AID 651687 | U2OS PGC1a acetylation, AlphaScreen anti-acetyl-lysine; with virally co-expressed GCN5 acetyltransferase | actives 0.17% (n = 350,000) | inhibition, % at 15.6 µM;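 active = every replicate shows inhibition of at least 40%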;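 also: 0% = neutral control wells and 100% = positive control wells; some results beyond the cut were filed as inactive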
PAX8 reporter: PAX8 transcriptional activity inhibition; actives 1.2% (n = 360,000); RMG-I TPO-luciferase reporter, SteadyGlo, 24 h; inhibition, % at 12.6 µM;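 active = mean replicate inhibition at least 60% with every replicate also reaching 60%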;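 also: luciferase light reporting Pax8 driven TPO promoter activity; plate controls were median of neutral control wells for no effect and mitoxantrone controls for full effect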
FN deposit inh: fibronectin deposition inhibition; AH1F fibroblasts, Alexa488-fibronectin deposition fluorescence, overnight; inhibition, % at 12.6 µM; actives 0.086% (n = 350,000);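 active = mean inhibition across replicates of 30% or more, regardless of how many single replicates reach that level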;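 also: positive control wells lacked labelled fibronectin entirely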
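Test system: AH1F fibroblast monolayer depositing Alexa488-labelled fibronectin into matrix. Input: 10000 cells per well. Technique: fluorescence, ex 485 nm, em 525 nm. Buffer or medium: DMEM plus 2% serum, read in PBS. Timing: 1 h cell adhesion before compound, then overnight fibronectin incubation. Compound: single dose, pinned. Read-out basis: inhibition from reduced deposited-fibronectin fluorescence.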
ERAP1 HTS inh: ERAP1 (human) enzyme inhibition; Q9NZ08; recombinant ERAP1, Leu-AMC fluorescence, 60 min; inhibition, % at 10.7 µM; actives 0.15% (n = 340,000); AID 652197;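 active = mean replicate inhibition of at least 30%, or all replicates individually reaching that 30% level; inactive = mean below 30% and not every replicate reaching it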;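 also: 0% = neutral control wells and 100% = L-leucinethiol positive control wells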
Target sequence (Q9NZ08 whole entry, looked up): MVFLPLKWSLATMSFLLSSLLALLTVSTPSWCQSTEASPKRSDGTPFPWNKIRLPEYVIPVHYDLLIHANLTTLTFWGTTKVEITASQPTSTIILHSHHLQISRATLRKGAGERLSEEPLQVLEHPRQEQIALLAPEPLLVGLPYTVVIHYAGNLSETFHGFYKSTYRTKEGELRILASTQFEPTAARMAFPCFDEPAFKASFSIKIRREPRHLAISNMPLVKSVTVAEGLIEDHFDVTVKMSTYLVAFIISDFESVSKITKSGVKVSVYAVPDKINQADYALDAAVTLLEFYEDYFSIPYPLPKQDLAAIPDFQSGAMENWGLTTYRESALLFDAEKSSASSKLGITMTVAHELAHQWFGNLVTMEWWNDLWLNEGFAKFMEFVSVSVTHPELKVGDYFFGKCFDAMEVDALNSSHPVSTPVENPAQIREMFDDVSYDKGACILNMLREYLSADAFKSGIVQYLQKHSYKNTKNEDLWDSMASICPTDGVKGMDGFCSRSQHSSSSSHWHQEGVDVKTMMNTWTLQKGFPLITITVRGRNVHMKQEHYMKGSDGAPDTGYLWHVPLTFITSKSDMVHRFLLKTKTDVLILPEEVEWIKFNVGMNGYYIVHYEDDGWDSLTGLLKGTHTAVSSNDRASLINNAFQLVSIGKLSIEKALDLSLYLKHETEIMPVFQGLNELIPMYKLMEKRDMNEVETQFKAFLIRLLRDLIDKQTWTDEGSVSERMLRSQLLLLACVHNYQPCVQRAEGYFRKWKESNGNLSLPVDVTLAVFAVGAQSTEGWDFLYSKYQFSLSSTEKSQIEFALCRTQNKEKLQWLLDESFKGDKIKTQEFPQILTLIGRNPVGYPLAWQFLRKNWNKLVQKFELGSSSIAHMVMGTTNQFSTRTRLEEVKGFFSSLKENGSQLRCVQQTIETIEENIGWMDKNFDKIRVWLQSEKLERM
PglD inh: blocks C. jejuni PglD acetyltransferase activity | inhibition, % at 12.5 µM | actives 0.098% (n = 360,000) | purified PglD enzyme, DTNB colorimetric CoA detection; in the data active = inhibition above about 16%, passing the limit was not always enough; also: strong numbers were not always called active
An asterisk follows results filed as active; . = not tested or not shown.

SMILES	LGR2 inh	EWS-Fli inh	S100A4 inh HTS	PGC1a acetyl inh	PAX8 reporter	FN deposit inh	ERAP1 HTS inh	PglD inh
CC(C)CC#Cc1cnc2c(c1)C(=O)N([C@H](C)CO)C[C@H](C)[C@H](CN(C)Cc1ccccc1)O2	-9	.	3	2	-27	2	3	.
O=C(COc1ccccc1F)N/N=C1\CCCc2ccccc21	-30	-97	-2	6	-37	0	-3	2
CCN(CC)c1ccc(N=Cc2cc(Br)ccc2O)cc1	.	-16	-23	.	-7	-7	-2	.
CC1(C(=O)NS(=O)(=O)c2cccc(Cl)c2)CCN1C(=O)C/C=C/c1ccccc1 (stereo unspecified)	2	5	3	2	5	13	-1	4
CCOC(=O)c1c(CSc2ccccc2)oc2ccc(O)cc12	-3	6	2	.	-1	5	5	.
CCCCN(C(=O)c1ccc([N+](=O)[O-])s1)c1c(N)n(CC(C)C)c(=O)[nH]c1=O	-4	5	-2	.	5	8	2	.
C[C@H](CO)N1C[C@H](C)[C@H](CN(C)Cc2ccc(Oc3ccccc3)cc2)Oc2ccc(NC(=O)c3ccncc3)cc2C1=O	-15	1	-14	7	1	-5	2	0
CCOC(=O)c1c(NC(=O)C2=COCCO2)sc2c1CCN(C(=O)OC)C2	-7	2	2	6	-4	-2	-1	-2
Nc1ccn([C@@H]2O[C@H](C(=O)N[C@H](Cc3ccccc3)C(=O)N3CCN(C(=O)N4CCOCC4)CC3)[C@@H](O)[C@H]2O)c(=O)n1	0	5	0	.	-6	4	1	.
C=CCn1cc(C(=O)NCCN(CC)CC)c(=O)c2cc(S(=O)(=O)N3CCCCCC3)ccc21	11	6	0	-1	9	5	5	-4
O=C(CSc1nc2ccccc2c(=O)n1-c1ccc(F)cc1F)Nc1ccc(N2CCOCC2)cc1	-6	-5	8	-19	8	2	-2	-2
O=C(c1ccc(Cl)c(S(=O)(=O)N2CCCC2)c1)N1CCN(c2ncccn2)CC1	-10	11	3	0	21	-5	-5	.
CN(CC(=O)Nc1ccccc1C(F)(F)F)C(=O)C1=COCCO1	10	0	-11	0	-6	1	2	-6
COc1cc(SC)ccc1C(=O)OCC(=O)N1CCCC1	-14	-13	-6	.	-78	-8	0	4
O=C(NC1CC1)C1CCN(C2CCN(C(=O)Cc3ccc(F)cc3)CC2)CC1	2	1	-5	-7	-3	4	0	-3
Brc1cc2c(cc1-c1nc3ccccc3s1)OCO2	-37	-39	-2	2	-42	11	-2	2
O=C(COC(=O)CCc1nc2ccccc2c(=O)[nH]1)NC1CCS(=O)(=O)C1 (stereo unspecified)	1	3	4	.	-12	-3	-3	.
O=C1c2oc3ccc(Cl)cc3c(=O)c2C(c2ccco2)N1CCN1CCOCC1 (stereo unspecified)	13	5	-2	.	.	3	0	-1
CCCOc1ccc(/C(O)=C2/C(=O)C(=O)N(CCN3CCOCC3)C2c2ccccc2)cc1 (stereo unspecified)	-14	2	15	2	7	-3	0	.
CCN=C1SC(C(N)=O)CC(=O)N1CC (stereo unspecified)	.	.	.	7	-3	-1	.	-1
C1CCN(c2nc3nonc3nc2N2CCCCC2)CC1	-5	8	1	4	.	.	6	.
CCn1c(=NC(=O)C2COc3ccccc3O2)sc2c(OC)ccc(OC)c21 (stereo unspecified)	-32	-22	5	0	0	4	-1	-2
Cc1cccc(NC(=O)NCCN2CCN(c3ccccc3)CC2)c1C	1	-4	-7	-1	-33	-4	-1	-5
CCn1cc(C(=S)N2CCC(C(N)=O)CC2)c2ccccc21	.	-2	0	-3	19	.	-3	-2
O=C(c1cccs1)N1CCN=C1SCc1cccc(F)c1	9	-9	4	10	-11	3	1	-1
CCN1C(=O)N[C@@H](c2ccccc2)[C@@H](C(=O)OC)[C@H]1C	-2	1	-3	3	-10	7	4	2
CC(C)(O)C#Cc1ccc(CN2CCN(C3CCCCC3)C(CCO)C2)s1 (stereo unspecified)	25	7	0	-7	-5	2	-1	0
O=S1(=O)C=CC(c2ccccc2)C1 (stereo unspecified)	-6	4	0	-7	-12	3	1	0
O=C(c1ccccc1F)N1CC[C@H]2[C@H](CO)Nc3ccc(Br)cc3[C@H]21	-2	-16	4	-38	4	-9	5	-4
COc1ccc(NC(=O)Nc2ccc3c(c2)C(=O)N([C@@H](C)CO)C[C@@H](C)[C@H](CN(C)S(=O)(=O)c2ccc(C)cc2)OCCCC[C@H](C)O3)cc1	26	5	1	1	7	.	-9	-2
Cc1ccc2c(c1)C(=O)C(=O)N2c1ccc(C(F)(F)F)cc1	-25	0	-9	2	-9	-3	.	1
CN(C)CCCNC(=O)C[C@@H]1CC[C@H]2[C@H](COc3ccc(NC(=O)c4ccccc4F)cc3C(=O)N2C)O1	11	-12	6	6	-52	6	-4	1
O=C(CSCSCC(=O)NCC1CCCO1)NCC1CCCO1 (stereo unspecified)	0	1	2	5	.	.	8	-1
O=c1c2oc3ccccc3c2[nH]c(=S)n1-c1ccc(F)cc1	0	20	6	8	-14	9	.	-13
COc1ccc(CC(=O)Nc2nc(C)cs2)cc1S(=O)(=O)N1CCOCC1	-5	2	-1	.	2	7	1	-6
COc1ccccc1NC(=O)N(C)C[C@H]1OCc2ccccc2-c2ccccc2C(=O)N([C@H](C)CO)C[C@H]1C	-9	8	4	8	-26	-39	.	.
O=C(Nc1ccc2c(c1)[C@@H]1C[C@H](CC(=O)N3CCCCC3)O[C@@H](CO)[C@@H]1O2)C1CCOCC1	2	3	-25	-4	-11	.	2	0
C[C@H](CO)N1C[C@H](C)[C@H](CN(C)C(=O)CN(C)C)Oc2ncc(C#CCC3CCCC3)cc2C1=O	15	5	.	8	-18	3	.	.
CC(C)NC(=O)C(=O)N/N=C/c1ccco1	-25	-8	-2	-8	.	.	-1	3
C[C@H]1CN([C@@H](C)CO)C(=O)c2ccccc2-c2ccccc2CO[C@@H]1CN(C)C(=O)C1CC1	-18	-3	-32	2	0	-17	-1	0

Not a retest: 2 of the compounds above.
SMILES	LGR2 inh	EWS-Fli inh	S100A4 inh HTS	PGC1a acetyl inh	PAX8 reporter	FN deposit inh	ERAP1 HTS inh	PglD inh
CC(C)NC(=O)C(=O)N/N=C/c1ccco1	-25	-8	-2	-8	.	.	-1	3
C[C@H]1CN([C@@H](C)CO)C(=O)c2ccccc2-c2ccccc2CO[C@@H]1CN(C)C(=O)C1CC1	-18	-3	-32	2	0	-17	-1	0

Going on with the list:
SMILES	LGR2 inh	EWS-Fli inh	S100A4 inh HTS	PGC1a acetyl inh	PAX8 reporter	FN deposit inh	ERAP1 HTS inh	PglD inh
C[C@H]1CN([C@@H](C)CO)C(=O)Cc2cc(NS(=O)(=O)c3cccs3)ccc2O[C@@H]1CN(C)Cc1ccccc1	2	-3	-6	3	12	.	1	3
C[C@@H]1CN([C@H](C)CO)C(=O)c2c(c3ccccc3n2C)-c2ccccc2CO[C@H]1CN(C)S(=O)(=O)c1ccc(F)cc1	14	5	2	-5	.	4	-1	3
CC(=O)N1CCOc2ccc(S(=O)(=O)N3CCC(C(=O)Nc4ccc(F)cc4)CC3)cc21	-8	8	1	-5	17	8	-1	-1
CCCNC(=O)C[C@@H]1C[C@@H]2c3cc(NC(=O)COC)ccc3O[C@@H]2[C@@H](CO)O1	-7	-5	0	-7	-28	.	1	4
NS(=O)(=O)c1ccc(NC(=O)Cc2cccs2)cc1	-10	-29	-5	11	1	3	0	6
CO[C@H]1CN(C)C(=O)c2cc(NC(=O)C3CC3)ccc2OC[C@@H](C)N(C(=O)c2ccccc2F)C[C@H]1C	1	8	11	-16	-10	6	0	0
C[C@@H]1CN([C@@H](C)CO)C(=O)c2cc(NC(=O)Cc3ccccc3)ccc2O[C@H]1CN(C)Cc1ccc(Cl)c(Cl)c1	10	11	-2	1	.	.	0	0
Cc1cc(O)ccc1NC(=S)NC(=O)c1cncc(Br)c1	11	3	-1	.	-28	7	1	-13
CNC[C@H]1OCCCC[C@H](C)Oc2ccc(NS(=O)(=O)c3ccc(C)cc3)cc2C(=O)N([C@@H](C)CO)C[C@@H]1C	.	2	-17	-5	6	4	1	-2
COCCN(C(=O)c1csnn1)C(C(=O)NC1CCCCC1)c1ccccc1F (stereo unspecified)	-17	.	0	.	-8	-11	1	-4
CCOc1cc(NC(=S)NCC2CCCO2)c(OCC)cc1NC(=O)CC (stereo unspecified)	-15	1	-1	.	-11	2	0	.
O=C(NCCc1c[nH]c2ccccc12)C(=O)NCC1OCCN1S(=O)(=O)c1ccccc1 (stereo unspecified)	6	19	-4	.	21	.	1	.
C#CCOCCOCCOCCNc1nc(N2CCN(C(=O)Cn3cc(CCO)nn3)CC2)nc(N2CCN(C(=O)Cn3cc(CCCCN)nn3)CC2)n1	-3	-5	24	.	-7	2	-1	3
Cc1cc(C)c2c(c1)C1(OCCO1)C(=O)N2	-4	-1	-9	7	40	5	-5	4
COc1ccc(/C=N/NS(=O)(=O)c2ccc(NC(C)=O)cc2)cc1	7	7	-3	0	-6	-2	.	.
COc1ccc(C2CC(c3ccccc3Cl)=NN2c2ccc(S(N)(=O)=O)cc2)cc1 (stereo unspecified)	-9	8	4	.	6	7	.	-2
CC1(C(=O)NS(=O)(=O)Cc2cccc(Cl)c2)CCN1C(=O)CCc1ccccc1 (stereo unspecified)	3	-17	-2	8	-3	-1	0	-2
O=C(c1cc(-c2ccc(Br)cc2)on1)N1CCOCC1	-4	-1	1	.	-71	-3	-2	-4
CCOC(=O)C(Sc1ncn[nH]1)c1ccccc1 (stereo unspecified)	.	.	.	-20	11	7	.	6
Cc1nc(NC(=O)COc2ccccc2)sc1C(=O)Nc1cccc(Cl)c1	.	.	.	-10	-11	11	.	-4

Next part, starting with the last 4 of the part before.
SMILES	LGR2 inh	EWS-Fli inh	S100A4 inh HTS	PGC1a acetyl inh	PAX8 reporter	FN deposit inh	ERAP1 HTS inh	PglD inh
CC1(C(=O)NS(=O)(=O)Cc2cccc(Cl)c2)CCN1C(=O)CCc1ccccc1 (stereo unspecified)	3	-17	-2	8	-3	-1	0	-2
O=C(c1cc(-c2ccc(Br)cc2)on1)N1CCOCC1	-4	-1	1	.	-71	-3	-2	-4
CCOC(=O)C(Sc1ncn[nH]1)c1ccccc1 (stereo unspecified)	.	.	.	-20	11	7	.	6
Cc1nc(NC(=O)COc2ccccc2)sc1C(=O)Nc1cccc(Cl)c1	.	.	.	-10	-11	11	.	-4
C[C@@H]1CN([C@H](C)CO)C(=O)Cc2cc(NC(=O)CCN3CCOCC3)ccc2O[C@H]1CN(C)Cc1ccc(C(=O)Nc2ccccc2N)cc1	-14	-10	10	-11	6	.	2	.
CCOc1ccc(/C(CC)=N/NC(=O)C2(C)CC2(Br)Br)cc1 (stereo unspecified)	-7	2	.	.	5	-1	.	.
C[C@H](CO)N1C[C@H](C)[C@@H](CN(C)C(=O)Cc2ccccc2)Oc2cc(C#Cc3ccccc3F)ccc2S1(=O)=O	18	34	6	3	74*	.	-6	-2
CC1CCC(NC(=O)COC(=O)CNC(=O)c2ccc3ccccc3c2)CC1 (stereo unspecified)	8	2	-10	2	-10	10	-3	2
COc1ccc(C2CC(c3cccs3)=NN2S(=O)(=O)c2ccc(C)cc2)cc1 (stereo unspecified)	.	.	.	-32	18	-4	.	0
CNC[C@H]1Oc2ccc(NC(=O)Nc3c(C)noc3C)cc2C(=O)N([C@@H](C)CO)C[C@H]1C	21	-1	-4	11	-16	-7	4	-1
O=C(Cc1cc(=O)[nH][nH]1)N/N=C/c1ccccc1Cl	8	-16	-2	.	11	-1	3	.
CCCc1nc2ccc(Br)cn2c1Cc1cccc(Cl)c1	-3	-15	-5	-3	-2	4	-2	-1
COc1ccccc1NC(=O)C(=O)N/N=C/c1ccc([N+](=O)[O-])s1	.	-13	-5	.	-2	-2	-3	-4
